Screens: PubChem BioAssay, several laboratories
Fh CTSL1 inh: cathepsin L1 inhibition, PFM18AAP counter-screen; recombinant F. hepatica cathepsin L1, Z-Leu-Arg-MCA fluorescence; inhibition, % at 5.96 µM; 300,000 compounds, 0.49% hits; AID 1906;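 active = inhibition above the mean of all tested compounds plus 3 SD, set per screening campaign, cut at about 17% in these data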;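 also: 0% = plate median of test compound wells and 100% = 1 µM Z-Phe-Ala-diazomethylketone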
PREPL inh: human PREPL enzyme inhibition; AID 2751; Q4J6C6; 320,000 compounds, 0.68% hits; recombinant PREPL, fluorescence polarization activity-based probe; inhibition, % at 5.96 µM; in the data active = inhibition above about 43%;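 also: 0% = enzyme with DMSO and 100% = wells lacking enzyme; many of its hits are not listed in these tables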
Target sequence (Q4J6C6 whole entry, looked up): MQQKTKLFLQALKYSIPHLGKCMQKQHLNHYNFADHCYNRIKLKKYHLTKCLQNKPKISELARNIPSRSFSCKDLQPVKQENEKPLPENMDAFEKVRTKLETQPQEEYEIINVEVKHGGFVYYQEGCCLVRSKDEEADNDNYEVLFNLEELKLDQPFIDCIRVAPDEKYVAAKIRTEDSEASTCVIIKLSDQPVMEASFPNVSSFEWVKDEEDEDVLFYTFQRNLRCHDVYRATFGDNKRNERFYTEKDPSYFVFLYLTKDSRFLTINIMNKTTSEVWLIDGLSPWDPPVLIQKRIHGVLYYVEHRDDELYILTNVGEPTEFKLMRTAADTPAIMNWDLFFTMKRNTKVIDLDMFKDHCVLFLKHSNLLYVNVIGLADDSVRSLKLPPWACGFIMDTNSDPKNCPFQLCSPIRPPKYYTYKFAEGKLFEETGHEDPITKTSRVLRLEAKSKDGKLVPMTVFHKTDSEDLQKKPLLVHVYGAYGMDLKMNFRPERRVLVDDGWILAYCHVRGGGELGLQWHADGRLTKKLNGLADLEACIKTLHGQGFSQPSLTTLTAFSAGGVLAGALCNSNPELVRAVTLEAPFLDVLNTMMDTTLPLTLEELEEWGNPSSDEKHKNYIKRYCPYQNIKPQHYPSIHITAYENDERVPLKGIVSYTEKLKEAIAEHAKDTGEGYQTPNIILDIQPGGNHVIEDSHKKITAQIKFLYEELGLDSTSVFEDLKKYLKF
PP5 primary: blocks human protein phosphatase 5 activity; P53041; purified PP5c, OMFP substrate fluorescence; inhibition, % at 6.7 µM; 320,000 compounds, 0.18% hits; AID 1987;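 active = inhibition above the campaign's mean inhibition across all tested compounds plus 3 SD, cut at about 9.5% in these data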;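 also: 0% = DMSO only and 100% = 100 µM cantharidin control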
JMJD2C inh: inhibitors of human GASC-1 (JMJD2C) demethylase; 330,000 compounds, 0.069% hits; Q9H3R0; AID 2099; GST-JMJD2C(1-420) H3K9me3 demethylation, DELFIA europium; inhibition, % at 2.35 µM;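 active = more than half of a compound's replicate wells show inhibition beyond 50%, single wells judged on their own value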;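 also: signal counts dimethyl H3K9 product captured on neutravidin plate; 0% = median of DMSO wells and 100% = 0.3 times that DMSO median; strong numbers were not always called active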
TPT1 inhibitor: blocks Candida albicans tRNA 2'-phosphotransferase. recombinant caTPT1, FP RNA substrate dephosphorylation. inhibition, % at 5 µM. 300,000 compounds, 0.81% hits;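 active = inhibition above the mean of all tested compounds plus 3 SD, set per screening campaign, cut at about 24% in these data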;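 also: plate controls were DMSO alone for no effect and ferristatin control at 100 nM for full effect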
HCV core dimer: blocks dimerization of HCV core protein; TR-FRET GST/Flag-core106 dimerization, 1536-well; 300,000 compounds, 0.33% hits; inhibition, % at 5 µM;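 active = inhibition above the mean of all tested compounds plus 3 SD, set per screening campaign, cut at about 45% in these data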
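test system = GST/Flag-tagged HCV core106 proteins | probe or stimulus = Eu donor and XL665 acceptor anti-tag antibodies | times = compound-protein-antibody incubation 4 h at 22.5 °C | signal = TR-FRET, excitation 340 nm, emission 617 and 671 nm | measure = percent inhibition of core106 dimerization signal | controls = wells lacking GST-core106 and wells with excess unlabelled core106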
Efflux pump inh: inhibitors of Candida antifungal efflux pumps expressed in yeast; inhibition, % at 10 µM; S. cerevisiae Candida pump triplex, Nile Red efflux; 330,000 compounds, 0.44% hits; AID 485275;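 active = plate passing quality check with inhibition over a set limit, or well fluorescence over plate mean plus 4 SD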;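 also: Nile Red retained in pooled yeast measured as flow cytometry median fluorescence; 0% = buffer negative control and 100% = Enniatin B positive control; higher means more Nile Red kept so more efflux inhibition; some compounds called inactive have numbers as strong as hits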
LYPLA2 inh: counter-screen for PME1 inhibitors: inhibitors of human LYPLA2 | recombinant LYPLA2, FP-Rh probe fluorescence polarization | inhibition, % at 5.9 µM | AID 2177 | O95372 | 320,000 compounds, 0.38% hits;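 active = inhibition above the screen-wide mean plus 3 SD, limit set per campaign, cut at about 26% in these data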;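 also: 0% = LYPLA2 with DMSO and 100% = wells lacking LYPLA2 enzyme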
PP1 counter: counter-screen for PP5 inhibitors: inhibitors of human PP1-alpha | P62136 | purified PP1alpha, OMFP fluorescence | inhibition, % at 6.7 µM | 320,000 compounds, 0.9% hits | AID 2235;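 active = inhibition above the mean inhibition of all tested compounds plus 3 SD, computed separately for each screening campaign, cut at about 15% in these data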
Target sequence (P62136 whole entry, looked up): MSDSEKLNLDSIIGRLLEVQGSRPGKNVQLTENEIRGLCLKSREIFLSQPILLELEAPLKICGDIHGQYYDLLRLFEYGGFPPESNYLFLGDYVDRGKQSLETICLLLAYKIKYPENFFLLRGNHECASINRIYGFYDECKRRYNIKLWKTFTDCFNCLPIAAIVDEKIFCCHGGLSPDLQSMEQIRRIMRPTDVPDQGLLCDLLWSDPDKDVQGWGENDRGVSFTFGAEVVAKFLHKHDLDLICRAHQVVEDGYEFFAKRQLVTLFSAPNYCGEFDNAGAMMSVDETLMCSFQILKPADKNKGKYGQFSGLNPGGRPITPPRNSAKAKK
Active calls of the source: *; & = joins results of further samples.

Cc1ccc(NC(=O)NCCN2C(=O)C3C4C=CC(C4)C3C2=O)cc1 (stereo not given) was read as Fh CTSL1 inh -3, PREPL inh 13, PP5 primary 0.0, JMJD2C inh 0, TPT1 inhibitor -5, HCV core dimer -9, Efflux pump inh -0.1, LYPLA2 inh -2 and PP1 counter -2.
Cc1cc(Cl)ccc1OCCCC(=O)NC1CCN(C)CC1 was read as Fh CTSL1 inh -1, PREPL inh 22, PP5 primary -1.7, JMJD2C inh -4, TPT1 inhibitor 1, HCV core dimer 1, Efflux pump inh -0.3, LYPLA2 inh -5 and PP1 counter 3.
COc1ccc(C(C)=O)cc1CSc1nc2ccccc2c(=O)n1-c1ccccc1 was read as Fh CTSL1 inh 1, PREPL inh 6, PP5 primary 3.0, TPT1 inhibitor -5, HCV core dimer 18, Efflux pump inh 0.3, LYPLA2 inh 6 and PP1 counter -2.
Screening Cc1ccc(-n2c(=O)c(C#N)cc3c(=O)n4ccccc4nc32)cc1C returned Fh CTSL1 inh -1, PREPL inh -4, PP5 primary -0.9, JMJD2C inh 12, TPT1 inhibitor -2, HCV core dimer 2, Efflux pump inh 0.1, LYPLA2 inh 0 and PP1 counter -3.
For C=CCn1c(SCC(=O)N2CCOCC2)nc(O)cc1=O the results were Fh CTSL1 inh 2, PREPL inh 8, PP5 primary -3.1, JMJD2C inh inactive, TPT1 inhibitor 2, HCV core dimer 0, Efflux pump inh -0.1, LYPLA2 inh 2 and PP1 counter -4.
`CCC(C)[C@H](NC(=O)N1CCC(Cc2ccccc2)CC1)C(=O)O` (stereo not given in full) gave Fh CTSL1 inh 0, PREPL inh 2, PP5 primary -1.9, JMJD2C inh -14, TPT1 inhibitor 0, HCV core dimer 4, Efflux pump inh 0.2, LYPLA2 inh 1 and PP1 counter 1.
C#CCn1c(S(=O)(=O)Cc2ccc(OC)cc2)nc(-c2ccccc2)c1-c1ccccc1 was read as Fh CTSL1 inh 0, PREPL inh -2, PP5 primary 3.6, JMJD2C inh -3, TPT1 inhibitor 3, HCV core dimer 8, Efflux pump inh 0.0, LYPLA2 inh -1 and PP1 counter 7.
Screening COc1ccc(S(=O)(=O)N2CCCC(C(=O)NCC3CCCO3)C2)cc1Cl (stereo not given) returned Fh CTSL1 inh -1, PREPL inh 3, PP5 primary -0.3, JMJD2C inh 11, TPT1 inhibitor 0, HCV core dimer 1, Efflux pump inh -0.5, LYPLA2 inh 3 and PP1 counter -1.
CCOC(=O)COn1c(=O)c(-c2cccs2)[n+]([O-])c2ccccc21 was read as Fh CTSL1 inh 2, PREPL inh 4, PP5 primary -0.5, JMJD2C inh 3, TPT1 inhibitor -3, HCV core dimer 1, Efflux pump inh 0.2, LYPLA2 inh 1 and PP1 counter -3.
CC1(C)Cc2c(sc3ncn(N)c(=N)c23)CO1 was read as Fh CTSL1 inh -2, PREPL inh 21, PP5 primary -0.2, JMJD2C inh -7, TPT1 inhibitor -2, HCV core dimer -1, Efflux pump inh -0.1, LYPLA2 inh 6 and PP1 counter -1.
Cc1ccc(S(=O)(=O)N(C)C)cc1NC(=O)C1CCCCC1 was read as Fh CTSL1 inh -4, PREPL inh -7, PP5 primary -0.2, JMJD2C inh -28, TPT1 inhibitor -1, HCV core dimer 0, Efflux pump inh -0.1, LYPLA2 inh -1 and PP1 counter -2.
For O=C(O)CSc1nc2ccccc2c(=O)[nH]1 the results were Fh CTSL1 inh -5, PREPL inh 11, PP5 primary 1.2, JMJD2C inh -5, TPT1 inhibitor -1, HCV core dimer -6, Efflux pump inh -0.1, LYPLA2 inh -1 and PP1 counter 1.
Screening Cc1cc(-c2nnc3sc(C4CCCCC4)nn23)n[nH]1 returned Fh CTSL1 inh -2, PREPL inh -6, PP5 primary 1.9, JMJD2C inh 3, TPT1 inhibitor 2, HCV core dimer -1, Efflux pump inh -0.3, LYPLA2 inh 5 and PP1 counter -4.
CC(=O)OC12CC3CC(C1)C(=NO)C(C3)C2 was read as Fh CTSL1 inh -3, PREPL inh 18, PP5 primary 1.9, JMJD2C inh 3, TPT1 inhibitor -5, HCV core dimer -4, Efflux pump inh -0.1, LYPLA2 inh -1 and PP1 counter -5.
`CN(CC(=O)Nc1cccc(C(F)(F)F)c1)Cc1ccccc1` gave Fh CTSL1 inh 4, PREPL inh -10, PP5 primary -0.5, JMJD2C inh 19, TPT1 inhibitor 2, HCV core dimer -20, Efflux pump inh 0.0, LYPLA2 inh 13 and PP1 counter -1.
Screening CCOc1cc(N2CCOCC2)c(OCC)cc1NC(=O)COC(=O)c1cc(C)oc1C returned Fh CTSL1 inh 41*, PREPL inh 1, PP5 primary 0.2, JMJD2C inh -5&-2, TPT1 inhibitor -1, HCV core dimer 6, Efflux pump inh 0.0, LYPLA2 inh 4 and PP1 counter -4.
Screening COc1cc(C)nc(Oc2ccc(OCc3ccccc3)nn2)n1 returned Fh CTSL1 inh 2, PREPL inh 3, PP5 primary -1.8, JMJD2C inh 10, TPT1 inhibitor -2, HCV core dimer 4, Efflux pump inh -0.3, LYPLA2 inh 7 and PP1 counter -1.
Screening COc1ccc(-c2cc(C(F)(F)F)n3nc(C(=O)N4CCCCC4)cc3n2)cc1OC returned Fh CTSL1 inh 8, PREPL inh 6, PP5 primary 1.1, JMJD2C inh -4, TPT1 inhibitor 3, HCV core dimer 1, Efflux pump inh 0.0, LYPLA2 inh -1 and PP1 counter -2.
`c1ccc(-c2nccc(-c3ccc4c(c3)OCO4)n2)cc1` gave Fh CTSL1 inh 0, PREPL inh -5, PP5 primary 0.6, JMJD2C inh 11, TPT1 inhibitor -1, HCV core dimer 2, Efflux pump inh 0.3, LYPLA2 inh 1 and PP1 counter 3.
`CCCCCC(C)NC(=O)CN1C(=O)NC(C)(c2ccc3ccccc3c2)C1=O` (stereo not given) gave Fh CTSL1 inh -1, PREPL inh -9, PP5 primary 2.4, JMJD2C inh -2, TPT1 inhibitor 2, HCV core dimer -1, Efflux pump inh -0.3, LYPLA2 inh 1 and PP1 counter 4.
Screening NC(=O)C1CC(=O)N(c2ccc(OCc3ccc([N+](=O)[O-])cc3)cc2)C1 (stereo not given) returned Fh CTSL1 inh -1, PREPL inh 11, PP5 primary -7.7, JMJD2C inh 10, TPT1 inhibitor 1, HCV core dimer -8, Efflux pump inh 0.8, LYPLA2 inh -3 and PP1 counter -3.
NS(=O)(=O)c1cnccc1Nc1cccc(Br)c1 was read as Fh CTSL1 inh -4, PREPL inh 5, PP5 primary 1.0, JMJD2C inh 4, TPT1 inhibitor 0, HCV core dimer -5, Efflux pump inh 0.1, LYPLA2 inh 4 and PP1 counter 0.
For COc1ccc(OC)c2c1cc(C(=O)N[C@@H](C)C(=O)N[C@@H](C(=O)O)c1ccccc1)n2C the results were Fh CTSL1 inh 0, PREPL inh 1, PP5 primary 2.8, JMJD2C inh -16, TPT1 inhibitor -2, HCV core dimer 4, Efflux pump inh -0.2, LYPLA2 inh 4 and PP1 counter -4.
COC(=O)CSc1nnc2c3c4c(sc3nc(-n3nc(C)cc3C)n12)COC(C)(C)C4 was read as Fh CTSL1 inh 6, PREPL inh 14, PP5 primary 2.0, JMJD2C inh 1, TPT1 inhibitor 15, HCV core dimer 16, Efflux pump inh 0.1, LYPLA2 inh -3 and PP1 counter -2.
Screening O=C(NC(=S)NCCC1=CCCCC1)c1ccccc1Br returned Fh CTSL1 inh 1, PREPL inh -9, PP5 primary 2.4, JMJD2C inh -2, TPT1 inhibitor -1, HCV core dimer 18, Efflux pump inh 0.1, LYPLA2 inh -2 and PP1 counter 1.
Cc1c(C)c2ccc(OCC(=O)Nc3ccc(S(N)(=O)=O)cc3)c(C)c2oc1=O was read as Fh CTSL1 inh 6, PREPL inh -15, PP5 primary 0.9, JMJD2C inh 3, TPT1 inhibitor 3, HCV core dimer 10, Efflux pump inh 0.0, LYPLA2 inh -9 and PP1 counter -2.
For CCN1CCN(CC(=O)N2c3ccccc3CC2C)CC1 (stereo not given) the results were Fh CTSL1 inh -2, PREPL inh 3, PP5 primary 1.0, JMJD2C inh -3, TPT1 inhibitor 4, HCV core dimer -6, Efflux pump inh 0.1, LYPLA2 inh 3 and PP1 counter -2.
For Cc1cccc(C)c1NC(=O)NC1CC2CCC(C1)N2Cc1cccs1 (stereo not given) the results were Fh CTSL1 inh -2, PREPL inh 4, PP5 primary 2.9, JMJD2C inh 3, TPT1 inhibitor 3, HCV core dimer 0, Efflux pump inh 0.0, LYPLA2 inh -1 and PP1 counter -4.
For COC(=O)c1cc(CSc2nc3ccc(C)cc3[nH]2)oc1C the results were Fh CTSL1 inh -2, PREPL inh 3, PP5 primary 3.6, JMJD2C inh -7, TPT1 inhibitor -6, HCV core dimer 5, Efflux pump inh -0.3, LYPLA2 inh 8 and PP1 counter 0.
Cc1ccc(O)c(NC(=S)NC(=O)C(C)C)c1 was read as Fh CTSL1 inh 2, PREPL inh 7, PP5 primary 2.2, JMJD2C inh -10, TPT1 inhibitor -2, HCV core dimer -1, Efflux pump inh 0.0, LYPLA2 inh 1 and PP1 counter 2.
O=C(NCCC1CCCCN1S(=O)(=O)c1ccc(F)cc1)C(=O)NCc1ccncc1 (stereo not given) was read as Fh CTSL1 inh 1, PREPL inh -7, PP5 primary 0.0, JMJD2C inh -3, TPT1 inhibitor -2, HCV core dimer -2, Efflux pump inh 0.0, LYPLA2 inh 2 and PP1 counter -9.
Screening COc1ccc(C(=O)NCc2cccnc2)cc1S(=O)(=O)N1CCCc2ccccc21 returned Fh CTSL1 inh 1, PREPL inh -11, PP5 primary -0.6, JMJD2C inh 3, TPT1 inhibitor -4, HCV core dimer 4, Efflux pump inh 0.0, LYPLA2 inh -2 and PP1 counter 0.
Screening CCN(CC)CCOCCOC(=O)C1(c2ccccc2)CCCC1 returned Fh CTSL1 inh -4, PREPL inh -6, PP5 primary 2.2, JMJD2C inh -41, TPT1 inhibitor 0, HCV core dimer 1, Efflux pump inh 0.1, LYPLA2 inh 0 and PP1 counter -3.
Cc1c(NC(=O)c2nn3c(C(F)(F)F)cc(-c4ccccc4)nc3c2Br)c(=O)n(-c2ccccc2)n1C was read as Fh CTSL1 inh 0, PREPL inh 6, PP5 primary 0.6, JMJD2C inh -2, TPT1 inhibitor 1, HCV core dimer -3, Efflux pump inh 0.1, LYPLA2 inh 7 and PP1 counter 1.
`CCNC(=S)N/N=C/c1c(Cl)cccc1Cl` gave Fh CTSL1 inh -3, PREPL inh -17, PP5 primary 2.8, JMJD2C inh 8, TPT1 inhibitor -1, HCV core dimer -5, Efflux pump inh 0.0, LYPLA2 inh -2 and PP1 counter -2.
For Cc1cc(C(F)(F)F)nc(NCc2cccnc2)n1 the results were Fh CTSL1 inh -1, PREPL inh 8, PP5 primary -0.2, JMJD2C inh 5, TPT1 inhibitor 6, HCV core dimer -2, Efflux pump inh 0.1, LYPLA2 inh -2 and PP1 counter 1.
For CC(C)Cn1c(CNC(=O)c2ccccc2)nc2ccccc21 the results were Fh CTSL1 inh -8, PREPL inh 12, PP5 primary -0.8, JMJD2C inh -3, TPT1 inhibitor 1, HCV core dimer 6, Efflux pump inh 0.3, LYPLA2 inh 4 and PP1 counter -2.

Not all compounds are listed (hit frequency here may not be typical).
